From PubChem
dFosB act = activators of mouse delta FosB homodimer; P13346; purified delta FosB, TAMRA-CDK5 oligo fluorescence polarization; percent of positive-control signal above neutral wells; activation, % at 25 µM; 340,000 compounds, 0.99% hits; AID 493131;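 active = mean activation above about 17%, with every replicate also reaching it, limit read from the data, passing the limit was not always enough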;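 also: fluorescence polarization rise as delta FosB binds a TAMRA Cdk5 AP-1 oligo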
Target sequence (P13346 whole entry, looked up): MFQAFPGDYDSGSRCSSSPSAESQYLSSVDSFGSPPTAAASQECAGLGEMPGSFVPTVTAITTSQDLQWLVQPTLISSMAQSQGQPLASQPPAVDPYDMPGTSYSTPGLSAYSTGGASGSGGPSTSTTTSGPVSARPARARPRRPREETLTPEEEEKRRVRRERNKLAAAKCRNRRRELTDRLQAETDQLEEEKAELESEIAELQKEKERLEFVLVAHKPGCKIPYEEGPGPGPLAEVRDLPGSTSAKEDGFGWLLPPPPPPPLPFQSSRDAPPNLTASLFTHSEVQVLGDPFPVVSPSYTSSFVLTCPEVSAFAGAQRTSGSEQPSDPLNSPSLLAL
MITF TRPM1 HTS = activators of MITF-driven TRPM1 promoter activity in SK-MEL-5 cells. SK-MEL-5 TRPM1-promoter luciferase, 24 h; % of positive control, neutral wells = 0. 300,000 compounds, 0.75% hits. activation, % at 12.5 µM. AID 588334;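 active = mean activation of at least 80% with every replicate also reaching 80%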;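 also: 0% = neutral control wells and 100% = parthenolide positive control wells; values of inactives mirror those of a sister screen read the other way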
HTR5A inv ctr = counter-screen for OPRM1-OPRD1 inverse agonists: human HTR5A inverse agonism. HTR5A cell line, luminescence. inhibition, % at 9.3 µM. 340,000 compounds, 0.083% hits. AID 504634; in the data active = inhibition mostly above about 23%, no sharp cut-off; inactive = mostly below about 18%;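 also: 0% = cells with DMSO and 100% = no-cell wells with DMSO; some compounds called inactive have numbers as strong as hits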
HTR5A ag ctr = HTR5A agonism, opioid heterodimer counter-screen; 340,000 compounds, 0.61% hits; HTR5A agonist assay, luminescence, cell-based; activation, % at 9.3 µM; in the data active = activation mostly above about 9.5%, no sharp cut-off; inactive = mostly below about 7.6%;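 also: 0% = cells with vehicle only and 100% = reference agonist; strong numbers were not always called active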
CDK5 p35 inh = CDK5/p35 (human) kinase inhibition | Recombinant CDK5/p35, ADP-Glo luminescence, 60 min | Q00535+Q15078 | 330,000 compounds, 0.01% hits | inhibition, % at 10 µM;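 active = highest replicate inhibition of at least 50% and at least 75% of replicates reaching 50%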;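 also: plate controls were DMSO neutral control for no effect and GW8510 at 10 µM for full effect; many of its hits are not listed in these tables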
Target sequence (Q00535 whole entry, looked up): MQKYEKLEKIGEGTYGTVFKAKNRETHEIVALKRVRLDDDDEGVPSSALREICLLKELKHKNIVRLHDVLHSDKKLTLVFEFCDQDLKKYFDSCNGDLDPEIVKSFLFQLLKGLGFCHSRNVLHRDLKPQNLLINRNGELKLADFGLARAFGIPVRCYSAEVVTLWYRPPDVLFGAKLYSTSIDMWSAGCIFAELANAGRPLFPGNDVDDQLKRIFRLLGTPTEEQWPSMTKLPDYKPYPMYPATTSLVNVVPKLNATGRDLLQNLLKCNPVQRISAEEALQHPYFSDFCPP
Target sequence (Q15078 whole entry, looked up): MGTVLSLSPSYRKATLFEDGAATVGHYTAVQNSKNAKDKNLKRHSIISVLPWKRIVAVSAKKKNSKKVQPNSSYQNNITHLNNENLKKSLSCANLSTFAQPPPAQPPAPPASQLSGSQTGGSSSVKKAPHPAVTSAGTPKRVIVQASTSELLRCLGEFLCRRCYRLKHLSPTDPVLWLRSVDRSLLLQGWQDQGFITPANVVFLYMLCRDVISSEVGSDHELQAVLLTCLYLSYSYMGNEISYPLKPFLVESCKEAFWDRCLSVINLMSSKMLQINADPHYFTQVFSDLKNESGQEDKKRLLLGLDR
NSD2 inh = inhibitors of human histone methyltransferase NSD2. NSD2 peptide methylation, AlphaScreen, 120 min. inhibition, % at 12.5 µM. 310,000 compounds, 0.54% hits; in the data active = inhibition above about 50%
SR-BI DiI inh = blocks mouse SR-BI lipid uptake from DiI-HDL; AID 488896; inhibition, % at 12.5 µM; 320,000 compounds, 0.96% hits; Q61009; ldlA[mSR-BI] CHO cells, DiI-HDL uptake fluorescence, 3 h;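 active = mean replicate inhibition of at least 70% and a set share of replicates each scoring 70 or more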;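 also: 0% = median of neutral control wells and 100% = median of positive control wells; values of inactives mirror those of a sister screen read the other way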
PvdQ inh = blocks Pseudomonas aeruginosa PvdQ acylase activity. 340,000 compounds, 0.063% hits. purified PvdQ acylase, fluorescence plate reader. inhibition, % at 10 µM; in the data active = inhibition above about 30%, passing the limit was not always enough;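 also: 0% = vehicle neutral wells and 100% = reference inhibitor wells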
Wnt act = activators of Wnt/beta-catenin signaling | Wnt/beta-catenin reporter cell assay, activator, plate reader | 300,000 compounds, 1.2% hits | activation, % at 9.35 µM; in the data active = activation above about 30%, passing the limit was not always enough;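 also: 0% = neutral control wells and 100% = positive control wells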
V-ATPase pHluor = regulators of yeast V-ATPase proton transport; S. cerevisiae, pHLuorin cytosolic pH fluorescence; response, % at 10 µM; 350,000 compounds, 0.37% hits; AID 504577; in the data active = response mostly above about 7.3%, no sharp cut-off; inactive = mostly below about 5.4%; also: actives read high; inactives centre near 0; some compounds called inactive have numbers as strong as hits; reference of the scale not given here
* marks the source's active call; other numbers are inactive results; . = not tested or not shown. This is a random part of the collection; any-hit rate near 5%.

Values run as follows: dFosB act, MITF TRPM1 HTS, HTR5A inv ctr, HTR5A ag ctr, CDK5 p35 inh, NSD2 inh, SR-BI DiI inh, PvdQ inh, Wnt act, V-ATPase pHluor
> Cc1cccc(NC(=O)C2CCCN2C(=O)Oc2ccccc2)c1C (stereo not drawn)
→ 6, -5, -2, 1, -0.5, -5, -21, -11, -3, 1
> O=C(COc1ccccc1/C=C1/NC(=O)NC1=O)Nc1ccccc1
→ 6, -7, 5, -2, -1.0, ., -9, -13, -12, -4
> N#C/C(=N\Nc1ccc(Cl)cc1)C(=O)c1ccsc1
→ -6, ., -3, 0, -0.4, 8, -31, -7, 15, 3
> COc1ccc(N2C(=S)N=C(Nc3ccccc3)C23CCCCC3)cc1
→ 12, -5, -5, 0, -0.6, -2, -13, -8, 0, -3
> CCCn1nnnc1SCC(=O)NCc1cccs1
→ 0, -4, -6, -2, 1.5, -2, 0, -16, ., -1
> CCOC(=O)c1oc2ccccc2c1NC(=O)c1ccc2c(c1)OCO2
→ -11, 33, -14, 4, 3.6, -1, 37, -7, -2, 1
> COc1cc2c(cc1Cl)C(=O)C(F)(c1ccccc1)C(=O)N2 (stereo not drawn)
→ -2, ., -8, 1, 0.9, 3, 4, -4, 2, 2
> COc1ccc(S(=O)(=O)N2CCCCC2)cc1NC(=O)CN(Cc1ccco1)Cc1ccco1
→ -9, -30, 4, -2, -0.2, -1, 49, -20, 3, 0
> CC(=O)Nc1ccc(S(=O)(=O)NCCN2CCNC2=O)cc1Cl
→ -7, 3, 12, -5, 1.6, ., -16, -11, 1, 2
> CSc1ccc(CCNC(=O)c2ccc(CS(=O)Cc3ccc(Cl)cc3)o2)cc1 (stereo not drawn)
→ -18, 6, -29, -2, -6.0, 0, 17, -8, -3, 2
> CC(C)N(C(=O)CSc1nnnn1-c1ccc2c(c1)OCO2)C(C)C
→ -2, -10, ., ., 1.1, -3, -13, -13, -3, -2
> COc1cccc(CNC(=O)C2CCN(S(=O)(=O)c3ccc4c(c3)NC(=O)CO4)CC2)c1
→ -6, 6, -11, -3, ., 2, -23, 1, -3, -3
> Cc1ccc(C(=O)NNC(=O)CCCCC(=O)NNC(=O)c2ccc(C)cc2)cc1
→ -1, ., 13, -4, -0.2, -3, -12, -1, -1, 0
> Cc1ccn(CC(=O)N2CCCC(Nc3ccc(F)c(F)c3)C2)n1 (stereo not drawn)
→ -3, -7, -17, -2, -1.4, 4, 12, -4, 0, 1
> Cc1ccc(CN=c2c([N+](=O)[O-])nn(-c3ccc(Cl)cc3)n2O)cc1
→ 0, 8, 3, 5, -0.6, ., ., -6, 17, -3
> COc1cccc(CN(CC(=O)NCc2ccccc2)C(=O)c2csnn2)c1
→ -2, 9, 1, 0, -0.5, 2, -14, -10, 0, -4
> COc1cccc(Nc2nc(NCCO)nc(N3CCCC3)n2)c1
→ 2, 8, -6, -1, 1.3, ., 1, 6, -2, 14
> CCOc1cc(/C=C2\C(=O)NN(c3ccccc3)C2=O)cc([N+](=O)[O-])c1O
→ -6, -8, 8, -3, -17, 111*, -4, -10, -1, 1
> Cc1ccsc1/C=N/NC(=O)c1nnn(-c2nonc2N)c1-c1ccccc1
→ -12, 3, -13, 1, -2.5, 7, 52, -10, 0, 5
> Cc1cccc(S(=O)(=O)N/N=c2\sc3ccccc3n2C)c1
→ -1, 8, -6, 2, 1.9, 1, -29, 23, 2, -2

Among those listed so far, these contain a furan ring, fused or not.
Values run as follows: dFosB act, MITF TRPM1 HTS, HTR5A inv ctr, HTR5A ag ctr, CDK5 p35 inh, NSD2 inh, SR-BI DiI inh, PvdQ inh, Wnt act, V-ATPase pHluor
> CCOC(=O)c1oc2ccccc2c1NC(=O)c1ccc2c(c1)OCO2
→ -11, 33, -14, 4, 3.6, -1, 37, -7, -2, 1
> COc1ccc(S(=O)(=O)N2CCCCC2)cc1NC(=O)CN(Cc1ccco1)Cc1ccco1
→ -9, -30, 4, -2, -0.2, -1, 49, -20, 3, 0
> CSc1ccc(CCNC(=O)c2ccc(CS(=O)Cc3ccc(Cl)cc3)o2)cc1 (stereo not drawn)
→ -18, 6, -29, -2, -6.0, 0, 17, -8, -3, 2

Additional structures follow.
Values run as follows: dFosB act, MITF TRPM1 HTS, HTR5A inv ctr, HTR5A ag ctr, CDK5 p35 inh, NSD2 inh, SR-BI DiI inh, PvdQ inh, Wnt act, V-ATPase pHluor
> CC1CCN(C(=O)CCc2nc3cc(S(=O)(=O)N(C)C)ccc3n2C)CC1
→ -8, -8, 7, -3, 1.4, 0, -11, -15, ., 5
> Cc1ccccc1NC(=O)c1csc2c1CCCC2
→ 2, 64, -1, -2, -0.4, 1, 14, -16, -4, 2
> COc1ccc(CCN(C)C2CCCN(S(=O)(=O)c3ccccc3F)C2)cc1OC (stereo not drawn)
→ -5, -3, -9, 3, 0.4, 10, -18, -20, -1, -1
> COC(=O)c1cc2sc(Cl)cc2n1CC(=O)Nc1ccc(OC)c(OC)c1OC
→ 5, 3, 4, -2, 0.2, -1, 32, 1, ., 2
> CC(CCc1ccccc1)N(C)CC(O)c1cccc([N+](=O)[O-])c1 (stereo not drawn)
→ -4, 1, 2, -1, 2.7, 5, -4, 3, -1, -1
> COc1cc(OC)c2c(-c3ccccc3)cc(=O)oc2c1C(CCN1CCOCC1)c1ccc(N(C)C)cc1 (stereo not drawn)
→ -14, 6, 23, -7, -1.1, ., ., -11, -5, 0
> Cc1ccsc1-c1nc(CSCC(=O)NCCN2CCCC2)c(C)o1
→ 6, ., -17, -1, -0.5, 2, -20, 3, ., -2
> CSc1ccccc1C(=O)OCC(=O)N1CCCCCC1
→ 4, 16, -14, 3, -0.6, 0, 25, 9, -3, 1
> COc1ccc(NC(=O)CCNS(=O)(=O)c2ccc3c(c2)CC(C)N3C(=O)C2CC2)cc1 (stereo not drawn)
→ -5, 2, 8, -1, 0.5, 5, 0, -16, -2, 0
> CCOC(=O)c1cc(C(=O)n2cc(Cl)cn2)nn1C
→ -4, -17, -32, 0, -3.3, -2, -29, -8, -3, 1
> COc1ccc(CNC(=O)CCC(=O)Nc2nnc(CC(C)C)s2)cc1
→ -1, ., 25, -3, 0.6, -3, -16, -7, -1, 1
> CCOC(=O)C1=C(C)Nc2nc(C)nn2C1c1cc(OC)ccc1OC (stereo not drawn)
→ -3, ., 0, 0, -0.2, ., 1, -13, -3, 0
> COc1cc(OC)cc(C(=O)N[C@H](C(=O)OCC(=O)Nc2sccc2C#N)C(C)C)c1
→ -7, -11, 25, 3, 1.3, 1, 30, 10, 0, 0
> COc1ccc(-c2sc(NC(C)=O)nc2-c2ccccc2)cc1
→ -1, -2, 7, -1, ., -3, 80*, 5, 0, 6
> Cc1ccc(C(=O)NCCOc2cccc3cccnc23)cc1Cl
→ 1, 2, -9, 4, -0.3, -2, 9, -1, -3, 6
> COc1ccc(COC(=O)Nc2cc3c(C(F)(F)F)nn(C)c3s2)cc1
→ -1, 8, 8, -5, 1.3, -3, 13, -1, ., 0
> CCc1cc2c(N[C@@H](C)C(=O)O)ncnc2s1
→ 7, -4, -4, 1, -0.5, -1, 11, -8, ., 0
> Cc1ccccc1C(=O)NC(=S)N(Cc1ccccc1)c1ccccn1
→ -15, 19, -22, -1, 2.2, 3, -12, -11, 2, 0
> O=C(CCS(=O)(=O)Cc1ccc(Cl)cc1)NCCc1ccccc1
→ -1, -5, 4, -1, -0.7, ., -28, -4, 0, -6
> COCCN(C(=O)CSc1nc(N)cc(=O)[nH]1)c1c(N)n(Cc2ccccc2)c(=O)[nH]c1=O
→ 0, 8, -9, 5, -1.3, -2, -25, -11, 0, -2

Structures shown so far with a nitro group on carbon, in the order listed:
Values run as follows: dFosB act, MITF TRPM1 HTS, HTR5A inv ctr, HTR5A ag ctr, CDK5 p35 inh, NSD2 inh, SR-BI DiI inh, PvdQ inh, Wnt act, V-ATPase pHluor
> Cc1ccc(CN=c2c([N+](=O)[O-])nn(-c3ccc(Cl)cc3)n2O)cc1
→ 0, 8, 3, 5, -0.6, ., ., -6, 17, -3
> CCOc1cc(/C=C2\C(=O)NN(c3ccccc3)C2=O)cc([N+](=O)[O-])c1O
→ -6, -8, 8, -3, -17, 111*, -4, -10, -1, 1
> CC(CCc1ccccc1)N(C)CC(O)c1cccc([N+](=O)[O-])c1 (stereo not drawn)
→ -4, 1, 2, -1, 2.7, 5, -4, 3, -1, -1

Going on with the list.
Values run as follows: dFosB act, MITF TRPM1 HTS, HTR5A inv ctr, HTR5A ag ctr, CDK5 p35 inh, NSD2 inh, SR-BI DiI inh, PvdQ inh, Wnt act, V-ATPase pHluor
> C=CCN(C(=O)CCC(=O)Nc1cc(C)on1)C(C(=O)NC1CCCC1)c1ccc(OC)cc1OC (stereo not drawn)
→ -7, -4, 4, -1, 0.1, -1, ., 0, 0, 0
> CS(=O)(=O)c1ccc2nc(NC(=O)CS(=O)(=O)Cc3ccccc3)sc2c1
→ -8, 8, 8, 4, -0.6, -1, 14, -3, 0, 1
> CC(NC(=O)Oc1cccc2ccccc12)c1ccccc1 (stereo not drawn)
→ -1, 3, 4, -1, 1.8, -1, 4, -9, -5, 4
> CC(C)CC(=O)NC(=S)Nc1ccc(S(=O)(=O)N2CCCC2)cc1
→ 1, -5, 10, -4, 0.3, -8, 4, 23, -2, 2
> CCCCCn1c(=O)[nH]c2cc(C(=O)NCCN3CCCCC3C)ccc2c1=O (stereo not drawn)
→ -5, 17, -3, -2, 0.0, ., -9, -6, ., -4
> O=C1CC(N2CCN(C/C=C/c3ccccc3)CC2)C(=O)N1Cc1ccc(N2CCCC2=O)cc1 (stereo not drawn)
→ -2, -23, -9, 3, 0.2, -5, -27, -13, -3, 4
> C[C@H](C(O)c1ccccc1)N(C)C(=O)CN (stereo partly drawn)
→ 1, 20, 9, 0, 0.2, ., -12, 3, 0, 0
> Cc1nn(C)c(Oc2cccc(Cl)c2)c1C#N
→ -1, 1, 2, -1, 0.2, -1, 15, -10, 0, 0
> Cc1nn(Cc2ccc(C(=O)NC3CCCCC3)o2)c(C)c1Br
→ -15, 12, 14, -1, -1.4, 1, 5, -8, -6, -2
> COc1ccccc1NC(=O)C(O)C(O)C(=O)Nc1ccccc1OC (stereo not drawn)
→ 7, 2, -4, 0, -1.0, 0, 35, -11, -3, -7
> COc1ccc(Cl)cc1C(=O)NNC(=O)C1COc2ccccc2O1 (stereo not drawn)
→ -5, -10, 1, 0, 1.1, 1, 8, -3, 0, 0
> CC(C(=O)Nc1ccccc1-c1ccccc1)N1CCCCC1 (stereo not drawn)
→ -2, 9, -9, 4, -0.1, -2, 4, 8, -4, 5
> Cn1cnc([N+](=O)[O-])c1Sc1n[nH]c(N)n1
→ -5, 1, -53, 14, 0.1, 1, -14, -22, 1, -2
> COc1ccc(-c2csc3ncn(-c4cccc(C)c4)c(=O)c23)cc1OC
→ -3, 2, -3, 1, -1.0, -1, 19, -6, 1, -1
> CCNCc1nc2cc(Cl)ccc2c(=O)[nH]1
→ 3, 5, -10, -13, -1.2, 3, 3, -2, 0, -3
> Cc1ccc(S(=O)(=O)CCC(=O)c2ccc(F)cc2)cc1
→ -1, -8, 13, -1, -0.9, -1, -15, 5, 1, -2
> CN(C)S(=O)(=O)c1cccc(C(=O)NCc2ccco2)c1
→ -1, ., -7, 0, 0.4, 4, -24, -14, -6, 3
> CC(=O)Oc1ccc2c(=O)c(N3C(=O)c4ccccc4C3=O)c(C)oc2c1
→ -2, -4, 1, 0, -1.5, 3, 1, -7, ., -1
> CCn1c(=O)c2cc(C(=O)NCCN(C)C)sc2c2ccccc21
→ -16, 9, -4, 1, 1.5, 2, 23, 1, 2, -1
